# Yp Topo-I inh = Yersinia pestis topoisomerase I inhibitors, primary screen, biochemical, cleavage product accumulation, plate reader, single point. hit rate 0.064% among 360,000. Y. pestis Topo-I cleavage product accumulation. AID 504884, 2011. activity, % at 10 µM; in the data active means activity above about 50%, passing the limit was not always enough; further: inactives centre near 2
# Rv3671c protease = Rv3671c serine protease inhibitors, primary screen, biochemical, fluorescence polarization, M. tuberculosis H37Rv | P9WHR9 | inhibition, % at 5.96 µM | hit rate 0.048% among 320,000; in the data active means inhibition above about 38%;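 further: extracellular domain of Rv3671c used as enzyme; 0% = enzyme with DMSO and 100% = no enzyme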
# Anthrax LF prot = Bacillus anthracis LF protease inhibitors, primary screen, biochemical, multiplex microsphere, MLPCN library. inhibition, % at 10 µM. multiplex microsphere protease cleavage assay. Lethal factor (Bacillus anthracis), P15917. AID 588501, 2011. hit rate 0.12% among 360,000; in the data active means inhibition above about 30%; further: plate controls were buffer without enzyme for full effect and enzyme alone for no effect
# 3CLpro inhibitor = SARS-CoV 3CLpro protease inhibitors, primary screen, biochemical, quenched FRET | hit rate 0.14% among 290,000 | Replicase polyprotein 1ab (Severe acute respiratory syndrome coronavirus), P0C6X7 | recombinant SARS-CoV 3CLpro, quenched FRET peptide cleavage | inhibition, % at 6 µM; in the data active means inhibition above about 12%
# PfHsp40 yeast = rescue of yeast from PfHsp40 toxicity, primary screen, S. cerevisiae, ATP luminescence; S. cerevisiae expressing PfHsp40, growth rescue; hit rate 0.68% among 340,000; growth rescue, % at 12.5 µM; AID 504582, 2011; in the data active means growth rescue above about 28%, passing the limit was not always enough;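 further: yeast W303a lacking pdr1 and pdr3 grown in galactose medium; growth measured after three days at 30 °C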
# BH1578 lux ind = inducers of Vibrio cholerae quorum light production without autoinducers, primary screen, BH1578 luxS cqsA deficient, single point. V. cholerae BH1578 lux reporter, luminescence, 6 h. activation, % at 18.7 µM. hit rate 0.16% among 350,000. AID 588436, 2011; in the data active means activation mostly above about 9.7%, no sharp cut-off; further: not every result past the cut was called active; inactives centre near 0; reference of the scale not given here
# MazEF act = activators of E. coli MazEF toxin-antitoxin RNase, primary screen, biochemical, fluorescence, uHTS; hit rate 0.32% among 350,000; FAM/BHQ RNA-DNA oligo cleavage fluorescence, 5 h; AID 504720, 2011; activation, % at 20 µM; in the data active means activation above about 50%
# DUSP3 inh = VHR1 phosphatase inhibitors, primary screen, biochemical, absorbance, uHTS | recombinant VHR phosphatase, pNPP absorbance | inhibition, % at 13.3 µM | hit rate 0.52% among 290,000 | AID 1654, 2009; in the data active means inhibition above about 50%; further: some compounds called inactive have numbers as strong as hits
# TcdB GH inh = TcdB glycohydrolase inhibitors, primary screen, biochemical, single point, plate reader; Toxin B (Clostridioides difficile), P18177; TcdB glycohydrolase enzymatic assay; inhibition, % at 9.99 µM; hit rate 0.24% among 350,000; in the data active means inhibition above about 10%
# Target sequence (P18177 whole entry, looked up): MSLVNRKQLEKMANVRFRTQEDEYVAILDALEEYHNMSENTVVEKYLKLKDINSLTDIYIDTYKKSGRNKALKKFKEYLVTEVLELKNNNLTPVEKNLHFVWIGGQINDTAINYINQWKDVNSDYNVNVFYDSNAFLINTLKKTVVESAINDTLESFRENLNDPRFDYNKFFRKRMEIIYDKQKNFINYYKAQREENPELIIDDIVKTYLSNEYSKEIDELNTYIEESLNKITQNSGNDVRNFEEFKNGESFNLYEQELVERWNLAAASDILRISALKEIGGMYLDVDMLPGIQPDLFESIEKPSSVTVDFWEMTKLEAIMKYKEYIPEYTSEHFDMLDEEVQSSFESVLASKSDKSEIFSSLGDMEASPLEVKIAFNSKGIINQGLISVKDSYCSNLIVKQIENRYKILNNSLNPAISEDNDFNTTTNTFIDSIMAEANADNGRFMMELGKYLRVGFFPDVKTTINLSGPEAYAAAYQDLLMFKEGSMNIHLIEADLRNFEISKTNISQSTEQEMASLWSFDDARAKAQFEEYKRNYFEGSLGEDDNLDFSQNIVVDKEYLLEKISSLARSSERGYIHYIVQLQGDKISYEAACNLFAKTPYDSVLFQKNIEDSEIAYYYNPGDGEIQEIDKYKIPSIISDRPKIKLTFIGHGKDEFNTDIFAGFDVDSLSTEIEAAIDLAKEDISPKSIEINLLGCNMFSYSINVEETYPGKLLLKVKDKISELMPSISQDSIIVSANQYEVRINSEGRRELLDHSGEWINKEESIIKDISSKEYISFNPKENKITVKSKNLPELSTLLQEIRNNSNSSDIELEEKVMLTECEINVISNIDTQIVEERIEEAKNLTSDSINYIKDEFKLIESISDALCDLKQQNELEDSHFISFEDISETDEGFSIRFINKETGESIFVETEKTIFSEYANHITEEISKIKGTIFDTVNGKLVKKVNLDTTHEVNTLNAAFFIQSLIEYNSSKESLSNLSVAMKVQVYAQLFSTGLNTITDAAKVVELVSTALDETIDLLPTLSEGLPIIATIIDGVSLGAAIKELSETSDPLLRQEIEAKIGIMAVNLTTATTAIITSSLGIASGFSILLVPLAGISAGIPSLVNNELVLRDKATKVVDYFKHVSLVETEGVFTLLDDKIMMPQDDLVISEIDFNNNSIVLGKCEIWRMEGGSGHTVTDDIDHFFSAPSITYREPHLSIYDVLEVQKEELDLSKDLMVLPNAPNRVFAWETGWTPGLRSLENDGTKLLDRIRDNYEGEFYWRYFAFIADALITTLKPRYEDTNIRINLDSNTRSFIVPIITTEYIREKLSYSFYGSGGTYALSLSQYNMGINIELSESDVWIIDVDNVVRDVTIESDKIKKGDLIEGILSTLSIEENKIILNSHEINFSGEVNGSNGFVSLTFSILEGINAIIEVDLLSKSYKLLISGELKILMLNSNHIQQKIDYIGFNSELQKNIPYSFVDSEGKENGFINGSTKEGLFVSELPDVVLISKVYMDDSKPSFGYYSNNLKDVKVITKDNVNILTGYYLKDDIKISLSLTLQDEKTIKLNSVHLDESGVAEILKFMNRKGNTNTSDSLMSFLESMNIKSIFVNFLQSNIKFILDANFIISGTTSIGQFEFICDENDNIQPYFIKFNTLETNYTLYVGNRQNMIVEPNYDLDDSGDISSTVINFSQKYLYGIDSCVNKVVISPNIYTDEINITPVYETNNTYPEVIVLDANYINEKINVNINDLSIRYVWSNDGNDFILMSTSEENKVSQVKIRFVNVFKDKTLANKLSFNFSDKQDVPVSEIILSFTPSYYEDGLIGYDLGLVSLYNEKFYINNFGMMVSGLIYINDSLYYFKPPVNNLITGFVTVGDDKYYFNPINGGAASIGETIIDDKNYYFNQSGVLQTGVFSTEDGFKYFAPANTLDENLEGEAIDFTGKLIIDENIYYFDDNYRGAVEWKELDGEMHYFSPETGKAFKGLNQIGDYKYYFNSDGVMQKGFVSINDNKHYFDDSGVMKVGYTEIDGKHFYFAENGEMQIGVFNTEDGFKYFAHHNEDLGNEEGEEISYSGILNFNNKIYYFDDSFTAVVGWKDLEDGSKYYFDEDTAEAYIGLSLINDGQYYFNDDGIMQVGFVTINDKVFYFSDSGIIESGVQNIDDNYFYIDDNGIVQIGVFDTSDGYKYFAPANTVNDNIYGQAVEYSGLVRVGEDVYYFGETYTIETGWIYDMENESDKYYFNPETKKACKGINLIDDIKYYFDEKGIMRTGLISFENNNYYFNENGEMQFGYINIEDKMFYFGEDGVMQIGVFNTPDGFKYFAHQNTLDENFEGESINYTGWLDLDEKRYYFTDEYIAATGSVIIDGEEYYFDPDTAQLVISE
# SSB-PriA inh = inhibitors of Klebsiella pneumoniae PriA binding to SSB C-terminal tail, primary screen, biochemical, AlphaScreen. PriA–SSB C-terminal tail interaction (Klebsiella pneumoniae). AlphaScreen SSBct-PriA binding, biotinylated peptide. inhibition, % at 33 µM. hit rate 0.6% among 430,000; in the data active means inhibition mostly above about 37%, no sharp cut-off; inactive means mostly below about 20%;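 further: plate controls were negative control peptide for no effect and reference peptide for full effect; strong numbers were not always called active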
# The depositor's hits bear a star; i = inactive; . = no result given; & = joins results of further samples.
# Sequence of screens – Yp Topo-I inh, Rv3671c protease, Anthrax LF prot, 3CLpro inhibitor, PfHsp40 yeast, BH1578 lux ind, MazEF act, DUSP3 inh, TcdB GH inh, SSB-PriA inh
> CN(C)CCCNC(=O)C[C@H]1C[C@H](C(=O)N2CCCCC2)[C@@]2(C)c3[nH]c4cc(CCC(=O)N(C)C)ccc4c3CCN2C1=O
 : -6, ., 1, ., -2.0, -0.7, 16, ., -0.1, -6
> CC1CCCC(C)N1C(=O)COC(=O)c1ccco1 (stereo not drawn)
 : 7, 7, 3, ., 0.2, i, 5, ., -4.6, -9
> COc1nc2ccccc2nc1OC
 : 9, 0, -6, 1, -1.0, -0.3, -1, 16, -12, -19
> CCN(Cc1ccc(OC)c(F)c1)C(=O)/C=C/c1ccc(S(=O)(=O)N2CCOCC2)cc1
 : 5, -2, 7, ., -0.2, -4.3, -4, ., 5.5, -14
> CC(C)(Oc1ccc(Cl)cc1)C(=O)N/N=C/c1cn[nH]c1-c1ccccc1
 : 5, 0, -5, 1, 0.3, i, 1, 27, ., .
> COc1ccc(-c2nc(N)nc(C)c2Oc2ccccc2Br)c(O)c1
 : 18, -4, -4, 9, 0.1, -0.7, -8, -1, ., 13
> CCN(CC)S(=O)(=O)c1ccc(NC2c3ccccc3C(=O)N2c2ccc(C)cn2)cc1 (stereo not drawn)
 : 25, 0, -6, -4, 0.5, -0.1, 10, -12, 0.1, -3
> O=C(CSC(=S)N1CCOCC1)N1N=CCC1c1ccccc1 (stereo not drawn)
 : 2, 2, -2, -3, 0.7, -0.7, -11, -6, ., -4
> O=C(Nc1nc(-c2ccccc2)c(-c2ccccc2)s1)c1ccc(S(=O)(=O)N2CCCCC2)cc1
 : -8, -13, -6, -2, -1.2, 0.7, -2, -4, ., -3
> COc1ccc(CN2CCC(N3CC(C)OC(C)C3)CC2)c(OC)c1 (stereo not drawn)
 : -6, ., 5, -2, -0.7, i, 7, -11, 0.8, -11
> CCSc1ccccc1C(=O)N1CCN(c2ccccc2F)CC1
 : 13, 4, 0, 4, -0.6, 2.4, 8, -17, ., -2
> COC(=O)[C@H]1[C@H]2C[C@H]3c4[nH]c5ccccc5c4CCN3C[C@H]2CC[C@@H]1O
 : 6, -3, -10, -3, 0.2, -0.3, 3, 13, 2.0, 3
> C=CCNC(=O)CC(=O)N/N=C/c1cccc(Br)c1
 : 1, 6, 1, 7, -1.7, 1.6, 2, 17, -0.1, .
> CN(/N=C/c1c[nH]c2ccccc12)c1cnn(-c2ccc(F)c(Cl)c2)c(=O)c1Cl
 : -2, 2, -4, -4, -0.9, i, 19, -15, ., .
> O=C1c2ccccc2C(=O)C1c1ccc(Br)cc1
 : 7, 1, 4, 4, -1.2, -0.4, 8, ., 1.0, 2
> C[C@H](CO)N1C[C@H](C)[C@@H](CN(C)S(=O)(=O)c2ccccc2)Oc2c(NS(=O)(=O)c3ccccc3)cccc2C1=O
 : 23, 2, -1, ., 0.2, -0.2, 1, ., 0.4&1.1, 0
> COc1ccc(C(C[N+](=O)[O-])c2c(C)cc3ccccn23)c(OC)c1 (stereo not drawn)
 : -19, -12, 3, -5, 1.0, -1.5, 23, 11, 0.9, 13
> COc1ccc(NC(=O)c2oc3ccccc3c2NC(=O)C2CC2)cc1
 : 6, -7, 1, 4, 3.1, i, 8, -22, ., -16
> O=C(COC(=O)c1ccc([N+](=O)[O-])o1)NCCCc1ccccc1
 : -3, -24, -9, ., 45*, i, -5, ., -0.1, -4
> CCCCN1C(=O)C(CC(=O)NCCc2ccccn2)CC(C(=O)N(C(C)C)C(C)C)=C1C (stereo not drawn)
 : -1, ., -2, ., ., -0.4, 3, ., 0.2, .
> CC(=O)Nc1cccc(C(=O)OCC(=O)NNC(=O)c2ccc([N+](=O)[O-])cc2)c1
 : -8, -4, -3, ., -0.6, i, 10, ., -1.1, -16
> COc1ccc(S(=O)(=O)N2CCOCC2)cc1NC(=O)c1cccc(-n2cccc2)c1
 : 12, -11, 1, ., 1.6, -1.8, -7, ., -2.3, 7
> O=C(OCc1nnc(-c2ccc(Br)cc2)o1)c1ccco1
 : 10, 4, -2, -1, 0.5, i, 0, 25, -0.3, -2
> Cc1c(C(=O)c2ccc(Cl)c(Cl)c2)cnc2cc3c(cc12)OCO3
 : 0, -1, 4, -2, 0.8, 1.4, -3, 54*, ., -9
> O=[N+]([O-])c1cccc(N=NNc2cccc([N+](=O)[O-])c2)c1
 : -10, ., 0, ., ., i, 9, ., 0.3, .
> CCCC(=O)Nc1sc(C(=O)Nc2cccc(N)c2)c(C)c1C(=O)OC
 : 1, -2, -2, 1, 1.4, -2.1, 3, 22, 1.3, 8
> CCOC(=O)C1CCN(C(=O)CN2C(=O)c3cccnc3Oc3ccc(C)cc32)CC1
 : -7, -4, -1, -3, 0.7, -0.3, 7, -25, 0.8, -11
> Cc1cccnc1NC(=O)Nc1ccc(F)cc1
 : 7, 5, -4, 2, -0.1, -0.3, 5, 7, ., -22
> Cc1ccc(N2C(=O)CC(Cc3ccc(Cl)cc3)C2=O)cc1 (stereo not drawn)
 : 0, -4, 5, 2, -1.8, -0.6, -2, 40, 0.0, -11
> C[N+](C)(C)CCOP(=O)([O-])OC[C@H](O)CO
 : -4, 2, -2, -3, -1.6, 4.2, 6, -3, 0.6, -1

# Sequence of screens – Yp Topo-I inh, Rv3671c protease, Anthrax LF prot, 3CLpro inhibitor, PfHsp40 yeast, BH1578 lux ind, MazEF act, DUSP3 inh, TcdB GH inh, SSB-PriA inh
> CCOc1cc(CNCC2CCCN2CC)cc(Cl)c1OC (stereo not drawn)
 : 1, 10, 2, -1, -0.5, i, 8, -3, -0.7, -8
> O=S(=O)(c1ccc(Oc2ccc(Cl)cc2)c(S(=O)(=O)N2CCCCC2)c1)N1CCCCC1
 : 1, 7, 8, -1, -0.8, -0.3, 10, 23, ., 1
> COc1ccc(-c2nc3ccc(C)cn3c2NCc2ccc3c(c2)OCO3)cc1
 : -1, 0, -1, -3, 0.9, -0.2, -3, 22, 0.3, 16
> CCCN(CC(=O)Nc1ccc(F)c(F)c1F)C(=O)C1CC(=O)N(Cc2ccccc2)C1 (stereo not drawn)
 : 3, 0, -1, ., 0.2, i, 0, ., 1.2, -6
> COc1ccc(C(C)NC(=O)Nc2ccc(C(C)=O)cc2)cc1OC (stereo not drawn)
 : -7, -2, 0, -2, 0.4, i, -14, 18, 2.2, -12
> COCOc1ccc(/C=C/C(=O)c2c(O)cc(OCOC)cc2OCOC)cc1
 : 27, -11, -5, ., ., -0.3, 3, ., ., -5
> C/C(=N/NC(=O)c1ccc(C)s1)c1cccc(NC(=O)COc2ccc(Cl)cc2Cl)c1
 : -4, -2, 2, -2, -0.2, -0.4, -22, 19, ., .
> CC(=O)Nc1cccc(C(=O)N/N=C/c2ccc(C)o2)c1
 : 13, 4, -3, 0, -1.6, -0.3, 7, -2, 0.5, .
> CCc1nnc(SCC(=O)Nc2ccc(N3CCOCC3)cc2)o1
 : -14, -7, 1, 4, 1.2, 2.1, 4, 23, ., 1
> Cc1cccc(N(CC(=O)NCC2CCCO2)C(=O)CCC(=O)Nc2cc(C)on2)c1 (stereo not drawn)
 : 6, 11, 1, 1, -0.5, -0.3, 6, -1, ., -7
> Cc1occc1C(=O)N1CCN(c2ncccn2)CC1
 : 1, 8, -2, -2, 0.8, 1.4, -3, 16, ., -8
> Cc1ccc(OCC(=O)NCC(=O)n2nc(C)cc2C)cc1
 : 3, -8, -5, 2, 2.2, i, 1, 19, 4.6, -5
> CCOc1ccc(NC(=S)NC(=O)c2c(Cl)c(C)nn2C)c([N+](=O)[O-])c1
 : 1, -3, -3, -1, -1.5, -0.6, -8, -2, 1.3, -5
> CC(C)N1C[C@@]23C=C[C@@H](O2)C(C(=O)OCc2ccccc2)[C@H]3C1=O (stereo partly drawn)
 : 1, 4, -4, -5, 1.6, i, 2, -4, ., -21
> Cc1ccc2oc(=O)n(Cc3ccccc3)c2c1
 : 13, -1, 4, 3, 1.4, 0.4, -4, 0, 0.9, -18
> O=C(NN=C1CCCCCC1)c1ccc2c(c1)OCO2
 : 5, 5, -5, 5, -1.5, -2.0, -4, 23, -3.5, -5
> CCOC(=O)Cc1nnc(NC(=O)CSc2nnc3c(n2)[nH]c2ccccc23)s1
 : 0, -20, -2, -1, -0.6, i, 2, 33, 0.4, 0
> Cc1cccc(-c2c3c(=O)n(C)c(=O)n(C)c3c3nnc4ccccc4n23)c1
 : 2, ., -8, 1, -1.5, -0.5, -135, ., ., -14
> COc1ccc(S(=O)(=O)Nc2c(C)n(C)n(-c3ccccc3)c2=O)cc1
 : -6, -1, 0, 2, -0.5, 0.0, 9, -25, ., -9
> O=C(Cc1ccc(Cl)c(Cl)c1)Nc1cccc(S(=O)(=O)N2CCOCC2)c1
 : 5, -8, 1, 5, -0.4, -3.6, 9, 23, 1.4, -4
> CCOc1ccc(N(CC(=O)NCc2ccc(F)cc2)C(=O)CCC(=O)Nc2nccs2)cc1
 : 22, 0, 7, -2, 2.0, -0.3, 6, 0, 0.3, -14
> C[C@]12c3[nH]c4cc(-c5ccco5)ccc4c3CCN1C(=O)[C@@H](CC(=O)NCc1ccco1)C[C@@H]2C(=O)N1CCOCC1
 : 29, ., 0, ., 0.5, -0.7, 2, ., 1.9, 10
> Cc1ccccc1OCC(=O)OCC(=O)c1c[nH]c2ccccc12
 : -11, -8, -4, ., -0.2, i, 9, ., 1.5, 0
> Cc1ccccc1NC(=O)CSCc1nc(N)nc(Nc2ccccc2C)n1
 : 0, 5, -2, 4, -1.3, i, 7, 9, 0.1, 0
> CCCCN(CC)C(=O)Cn1cnc2ccc(S(=O)(=O)N3CCC(C)CC3)cc2c1=O
 : 20, 0, 0, 9, -0.1, -0.2, -1, 2, ., -10
> CN(C(=O)CSc1nc2ccccc2c(=O)n1-c1ccccc1Cl)C1CCS(=O)(=O)C1 (stereo not drawn)
 : 15, -2, -2, ., 1.4, -1.3, 6, ., 2.3, 0
> Cc1ccc(NC(=S)NC(=O)c2ccc(-c3ccccc3)cc2)c(C)c1
 : 21, -12, -4, 3, -0.4, -2.2, 15, 7, ., 0
> CCOC(=O)N1CCN(C(=O)Cn2nc(C)n3nc(-c4ccc(CC)cc4)cc3c2=O)CC1
 : 6, 4, -2, 1, 0.4, i, 9, 23, -0.2, -8
> N#CC1=C(N)Oc2cc(O)c(Cl)cc2C1c1ccccc1F (stereo not drawn)
 : -2, -4, 1, -6, -0.8, -0.7, -185, 10, -0.9, -11
> CC(/C=C1\SC(=S)N(NC(=O)c2ccncc2)C1=O)=C\c1ccccc1
 : 11, -2, -2, -1, -1.5, -7.1, -4, 4, 1.0, -3

# Sequence of screens – Yp Topo-I inh, Rv3671c protease, Anthrax LF prot, 3CLpro inhibitor, PfHsp40 yeast, BH1578 lux ind, MazEF act, DUSP3 inh, TcdB GH inh, SSB-PriA inh
> COc1cc(CNCCc2ccccc2)cc(Br)c1OCC(=O)Nc1ccccc1C
 : -3, 2, 1, -1, 0.1, -0.3, -2, 34, 0.7, 3
> COc1ccc(C)cc1-n1c(SCC(=O)NCC2CCCO2)nc2c([nH]c3ccccc32)c1=O (stereo not drawn)
 : 16, -2, 1, 2, -0.4, i, 1, -6, 1.4, 2
> Cc1sc(NC(=O)C2C3CCC(O3)C2C(=O)O)c(C(=O)OC(C)C)c1-c1ccc(Cl)cc1 (stereo not drawn)
 : 1, -10, -1, 5, -0.3, i, -19, 33, ., -21
> Cc1ccccc1NC(=S)NNC(=O)c1ccco1
 : 7, ., 0, -1, -1.9, 1.9, 2, 25, 1.1, -15

# Screening data from PubChem BioAssay.

# Some of the compounds tested; count on the stated rates, not on these rows.
